BCLXL inh – inhibitors of human Bcl-xL. inhibition, % at 10.9 µM. GST-Bcl-xL / FITC-Bim BH3 peptide fluorescence polarization. Q07817. AID 2129. 320,000 tested, 0.7% active;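 active = inhibition above the mean of all tested compounds plus 3 SD, cutoff set per campaign, cut at about 30% in these data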;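 also: 0% = DMSO wells and 100% = unlabeled Bim-BH3 peptide competitor; inhibitors lower millipolarization by displacing the labeled peptide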
PME-1 inh – blocks human protein phosphatase methylesterase 1 | recombinant PME-1, FP-Rh probe fluorescence polarization | Q9Y570 | inhibition, % at 5.9 µM | 320,000 tested, 0.53% active;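 active = inhibition above the campaign mean of all compounds plus 3 SD, cut at about 26% in these data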;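 also: competitive labeling of PME-1 active site by serine hydrolase directed probe; 0% = PME-1 with DMSO and 100% = wells lacking PME-1 enzyme; inhibitors block probe labeling so polarization falls and inhibition rises; many of its hits are not listed in these tables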
MEX-5 binding – C. elegans MEX-5 TCR-2 RNA binding activity. Q9XUB2. MEX-5/FITC-TCR2 RNA binding, fluorescence polarization; active compounds read low. activity score (negative = inhibition of binding), % at 10 µM. 300,000 tested, 0.38% active;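 active = inhibition past about -25% in most replicates, and total fluorescence under double the plate's negative control median, limit read from the data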;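 also: 0% = DMSO and -100% = 5 µM competing unlabeled TCR2 RNA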
Target sequence (Q9XUB2 whole entry, looked up): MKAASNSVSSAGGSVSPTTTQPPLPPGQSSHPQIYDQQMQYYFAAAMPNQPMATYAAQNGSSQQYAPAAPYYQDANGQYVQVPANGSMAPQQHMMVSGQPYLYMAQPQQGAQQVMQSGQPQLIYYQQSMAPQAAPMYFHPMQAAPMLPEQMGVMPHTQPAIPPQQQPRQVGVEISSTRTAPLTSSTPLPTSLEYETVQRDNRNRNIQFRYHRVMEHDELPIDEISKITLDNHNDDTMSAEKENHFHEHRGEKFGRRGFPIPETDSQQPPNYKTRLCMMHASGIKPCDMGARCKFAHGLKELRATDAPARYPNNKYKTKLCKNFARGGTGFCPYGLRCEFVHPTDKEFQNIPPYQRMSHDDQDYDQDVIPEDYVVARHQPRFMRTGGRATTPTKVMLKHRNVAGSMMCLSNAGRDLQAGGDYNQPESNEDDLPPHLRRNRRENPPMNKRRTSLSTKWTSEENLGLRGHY
Fam108B inh – counter-screen for RBBP9 inhibitors: inhibitors of mouse Fam108B | recombinant Fam108B, FP-Rh probe fluorescence polarization | inhibition, % at 9.51 µM | 300,000 tested, 0.33% active;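 active = inhibition above the screen mean inhibition plus 3 SD, computed separately per campaign, cut at about 18% in these data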;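 also: inhibitors lower polarization as less probe binds the enzyme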
GLD-1 TGE inh – GLD-1-TGE RNA interaction inhibition (C. elegans). 320,000 tested, 0.44% active. purified GLD-1 + fluorescein TGE RNA, fluorescence polarization. inhibition, % at 5.96 µM. Q17339;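 active = percent inhibition above a per-plate cutoff, the plate mean of test compounds plus 3 SD, cut at about 30% in these data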;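 also: 0% = DMSO wells with GLD-1 and probe and 100% = wells lacking GLD-1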
GSTO1 counter – counter-screen for RBBP9 inhibitors: inhibitors of human GSTO1. P78417. recombinant GSTO1, activity-based probe fluorescence polarization. inhibition, % at 5.96 µM. 300,000 tested, 1.1% active;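 active = inhibition above the campaign mean inhibition plus 3 SD, cut at about 35% in these data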;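 also: 0% = GSTO1-1 with DMSO and 100% = wells lacking GSTO1-1 enzyme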
Target sequence (P78417 whole entry, looked up): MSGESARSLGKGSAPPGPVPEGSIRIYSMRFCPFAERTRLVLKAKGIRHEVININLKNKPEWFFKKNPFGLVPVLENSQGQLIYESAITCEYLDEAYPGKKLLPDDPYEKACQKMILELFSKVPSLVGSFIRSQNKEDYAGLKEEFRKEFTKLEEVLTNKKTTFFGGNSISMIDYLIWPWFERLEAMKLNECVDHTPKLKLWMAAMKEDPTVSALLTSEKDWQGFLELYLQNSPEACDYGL
PAD4 inh – inhibitors of human PAD4. recombinant PAD4, RCA probe fluorescence polarization. inhibition, % at 6.36 µM. 330,000 tested, 0.41% active;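 active = percent inhibition above a cutoff equal to the mean of all tested compounds plus 3 SD, cut at about 15% in these data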;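 also: 0% = PAD4 with RCA probe and DMSO and 100% = probe without PAD4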
TPT1 inhibitor – inhibitors of Candida albicans tRNA 2'-phosphotransferase TPT1 | recombinant caTPT1, FP RNA substrate dephosphorylation | 300,000 tested, 0.81% active | inhibition, % at 5 µM;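 active = inhibition above the mean of all tested compounds plus 3 SD, set per screening campaign, cut at about 24% in these data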;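 also: plate controls were DMSO alone for no effect and ferristatin control at 100 nM for full effect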
MCL1-BIM inh – disrupts human MCL1 binding to BIM-BH3 peptide | inhibition, % at 10.9 µM | 320,000 tested, 0.68% active | GST-MCL1 / FITC-Bim-BH3 fluorescence polarization | AID 2057;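 active = inhibition above the mean inhibition of all tested compounds plus 3 SD, set per campaign, cut at about 40% in these data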;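 also: 0% = DMSO wells and 100% = unlabeled Bim-BH3 peptide control; higher means more loss of mP so more displacement of Bim peptide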
An asterisk follows results filed as active; . = not tested or not shown. A portion of the library (hit frequency here may not be typical).

The line under a structure holds: BCLXL inh | PME-1 inh | MEX-5 binding | Fam108B inh | GLD-1 TGE inh | GSTO1 counter | PAD4 inh | TPT1 inhibitor | MCL1-BIM inh
- COc1ccccc1C(=O)NCCCNc1ccc([N+](=O)[O-])cc1
 : 6.8 | 1.6 | -1.0 | 1.6 | 2.1 | 5.9 | -0.8 | -3.8 | -5.0
- CCN(CC(=O)NCc1cccs1)C(=O)c1cccc(S(=O)(=O)Nc2cccc(C)c2)c1
 : 0.3 | 3.3 | . | . | 4.0 | . | -2.2 | . | -2.2
- CC1=C(C)CC(C(=O)NCc2ccccc2F)C(C(=O)O)C1 (configuration not stated)
 : 6.3 | 1.5 | -2.1 | 0.4 | 4.8 | 3.4 | 1.3 | 3.2 | 0.8
- COc1cc(/C=C/C(=O)OCC(=O)c2ccc3c(c2)NC(=O)CO3)ccc1OC(F)F
 : -13.4 | 8.2 | . | . | -1.6 | . | -3.8 | . | -19.5
- CSc1cccc(NC(=O)CN(C)S(=O)(=O)c2ccccc2)c1
 : 7.8 | -2.1 | -3.5 | 3.5 | 0.9 | 6.1 | -0.7 | -2.0 | 10.9
- COc1cccc(-c2nnc3n2N=C(c2cc(OC)ccc2OC)CS3)c1
 : -6.3 | 10.4 | -0.9 | -2.2 | -3.6 | -3.8 | -3.4 | -0.6 | -4.1
- CCCn1c(N)c(C(=O)CSc2nnc(C3CC3)n2Cc2ccccc2)c(=O)n(C)c1=O
 : -11.0 | 5.9 | . | . | -1.8 | . | -4.6 | . | -2.8
- CC1CCN(S(=O)(=O)c2ccc(Cl)cc2)CC1
 : 1.9 | 4.4 | 1.6 | -2.9 | -3.3 | 3.0 | 2.1 | -0.5 | -5.8
- CCN(CC)S(=O)(=O)c1ccc(C(=O)Oc2cc(C)[nH]c(=O)c2[N+](=O)[O-])cc1
 : -6.2 | 0.3 | 0.1 | 0.5 | 7.3 | 1.7 | -2.6 | 1.8 | 8.2
- CCCCOc1ccc(C(=O)NCC(=O)NCCCn2nc(C)cc2C)cc1
 : 1.2 | -3.7 | . | . | 6.1 | . | -9.8 | . | -1.9
- O=C(COc1ccccc1[N+](=O)[O-])Nc1cc(Cl)ccc1C(=O)O
 : 4.3 | 1.1 | 1.9 | -3.0 | 3.3 | 0.6 | 2.8 | -2.6 | 4.9
- CC(=O)N1CCC(O)(c2ccc3c(c2)OCO3)CC1
 : 3.1 | -0.2 | 1.4 | -1.6 | 1.4 | 2.1 | -2.1 | -0.2 | -0.5
- OCCn1c(SCCOc2ccccc2F)nc2ccccc21
 : -0.1 | -4.9 | 2.8 | -5.1 | 4.9 | -0.2 | -1.2 | -2.0 | -0.6
- COc1ccc(CCC(=O)NCCc2ccc(Cl)cc2)cc1
 : 3.1 | 1.2 | 0.4 | 1.7 | -5.5 | -7.7 | -1.9 | -2.9 | -0.2
- CCOc1ccc(-n2c(O)c(/C=N/NC(=O)C3COc4ccccc4O3)c3ccccc3c2=O)cc1 (configuration not stated)
 : -6.3 | 5.1 | 3.4 | 7.3 | -12.1 | -21.0 | -3.4 | 17.1 | -9.9
- COc1cccc(C(=O)Nc2cccc(NC(=O)c3ccccc3Cl)c2)c1
 : 5.3 | 0.7 | 3.0 | -4.8 | 0.7 | -1.5 | -1.5 | -1.3 | 4.6
- CCOC(=O)NC(NC(=S)Nc1ccccc1OC)C(Cl)(Cl)Cl (configuration not stated)
 : -2.9 | 2.0 | 0.3 | -7.5 | -3.4 | 0.9 | -1.0 | 1.6 | -3.2
- S=C(NCCN1CCOCC1)Nc1ccc(Cl)cc1Cl
 : 5.8 | 1.2 | 1.8 | 4.5 | -2.9 | -2.4 | 0.2 | -1.6 | 7.8
- COC(=O)C(NC(=O)CCC(=O)NC(C(=O)OC)c1ccccc1)c1ccccc1 (configuration not stated)
 : 4.4 | -2.0 | 0.2 | -0.1 | -4.8 | -1.2 | 4.7 | 1.5 | 2.3
- CC(C)Cn1cc(C(=O)NC2CCN(Cc3ccccc3)CC2)c2c3ccccc3n(C)c2c1=O
 : 2.8 | 0.2 | -3.4 | 1.5 | 4.8 | 7.5 | 0.8 | 2.2 | 5.7

The closing 2 records of the section before come first, to join the parts:
The line under a structure holds: BCLXL inh | PME-1 inh | MEX-5 binding | Fam108B inh | GLD-1 TGE inh | GSTO1 counter | PAD4 inh | TPT1 inhibitor | MCL1-BIM inh
- COC(=O)C(NC(=O)CCC(=O)NC(C(=O)OC)c1ccccc1)c1ccccc1 (configuration not stated)
 : 4.4 | -2.0 | 0.2 | -0.1 | -4.8 | -1.2 | 4.7 | 1.5 | 2.3
- CC(C)Cn1cc(C(=O)NC2CCN(Cc3ccccc3)CC2)c2c3ccccc3n(C)c2c1=O
 : 2.8 | 0.2 | -3.4 | 1.5 | 4.8 | 7.5 | 0.8 | 2.2 | 5.7
- C=CCNC(=O)c1onc(CSc2ccc(Cl)cc2)c1C(=O)O
 : 4.1 | 1.2 | 0.0 | -0.5 | -3.9 | -20.1 | -1.4 | -1.7 | 3.9
- Cc1cccc(C(=O)NCC(=O)NC(C)c2ccc(-n3ccnc3)cc2)c1 (configuration not stated)
 : 0.4 | -5.7 | 3.3 | -7.0 | 5.3 | -3.3 | -0.9 | -4.8 | -0.7
- COc1ccc(NC(=O)CSc2nnc(Cc3cccn3C)n2-c2ccc(OC)cc2)cc1
 : -1.1 | 0.0 | 3.9 | -1.1 | 1.6 | 4.3 | 1.9 | -0.5 | -2.0
- Cc1cc(C)c(NC(=O)CSc2ccc(-c3cccnc3)nn2)c(C)c1
 : 5.4 | 6.8 | -2.1 | 1.4 | -3.0 | 7.8 | 0.8 | 0.6 | -0.3
- CCC(=O)c1cc(F)ccc1OCC(=O)Nc1ccc2c(c1)OCCO2
 : 1.1 | -6.2 | . | . | 6.5 | . | 0.3 | . | -2.3
- O=C1CNC(=O)/C1=C\c1ccc(O)cc1
 : -10.6 | 4.5 | 8.0 | 0.1 | -23.8 | 4.3 | -5.4 | 6.0 | -29.1
- CCN(CC(=O)NCc1ccc(F)cc1)Cc1nc2ccccc2c(=O)[nH]1
 : 2.8 | 2.0 | 3.9 | 0.3 | 1.9 | 0.1 | -3.1 | 1.1 | 6.1
- O=C(COc1ccccc1)NC(=S)Nc1cccc(NC(=O)c2ccccc2Cl)c1
 : 7.2 | 1.1 | 0.1 | 1.2 | 7.7 | 8.2 | -2.8 | -1.2 | 8.7

Nothing new here: an excerpt of the list.
The line under a structure holds: BCLXL inh | PME-1 inh | MEX-5 binding | Fam108B inh | GLD-1 TGE inh | GSTO1 counter | PAD4 inh | TPT1 inhibitor | MCL1-BIM inh
- COc1cccc(C(=O)Nc2cccc(NC(=O)c3ccccc3Cl)c2)c1
 : 5.3 | 0.7 | 3.0 | -4.8 | 0.7 | -1.5 | -1.5 | -1.3 | 4.6
- CCOC(=O)NC(NC(=S)Nc1ccccc1OC)C(Cl)(Cl)Cl (configuration not stated)
 : -2.9 | 2.0 | 0.3 | -7.5 | -3.4 | 0.9 | -1.0 | 1.6 | -3.2
- S=C(NCCN1CCOCC1)Nc1ccc(Cl)cc1Cl
 : 5.8 | 1.2 | 1.8 | 4.5 | -2.9 | -2.4 | 0.2 | -1.6 | 7.8
- COC(=O)C(NC(=O)CCC(=O)NC(C(=O)OC)c1ccccc1)c1ccccc1 (configuration not stated)
 : 4.4 | -2.0 | 0.2 | -0.1 | -4.8 | -1.2 | 4.7 | 1.5 | 2.3
- CC(C)Cn1cc(C(=O)NC2CCN(Cc3ccccc3)CC2)c2c3ccccc3n(C)c2c1=O
 : 2.8 | 0.2 | -3.4 | 1.5 | 4.8 | 7.5 | 0.8 | 2.2 | 5.7
- C=CCNC(=O)c1onc(CSc2ccc(Cl)cc2)c1C(=O)O
 : 4.1 | 1.2 | 0.0 | -0.5 | -3.9 | -20.1 | -1.4 | -1.7 | 3.9
- Cc1cccc(C(=O)NCC(=O)NC(C)c2ccc(-n3ccnc3)cc2)c1 (configuration not stated)
 : 0.4 | -5.7 | 3.3 | -7.0 | 5.3 | -3.3 | -0.9 | -4.8 | -0.7
- COc1ccc(NC(=O)CSc2nnc(Cc3cccn3C)n2-c2ccc(OC)cc2)cc1
 : -1.1 | 0.0 | 3.9 | -1.1 | 1.6 | 4.3 | 1.9 | -0.5 | -2.0
- Cc1cc(C)c(NC(=O)CSc2ccc(-c3cccnc3)nn2)c(C)c1
 : 5.4 | 6.8 | -2.1 | 1.4 | -3.0 | 7.8 | 0.8 | 0.6 | -0.3
- CCC(=O)c1cc(F)ccc1OCC(=O)Nc1ccc2c(c1)OCCO2
 : 1.1 | -6.2 | . | . | 6.5 | . | 0.3 | . | -2.3
